L3MBTL1 block: inhibitors of human L3MBTL1; Q9Y468; AlphaScreen L3MBTL1–H3K9me1 peptide binding; Potency, µM (doses to about 57.1 µM), inactives show at the highest dose activity, negative = inhibition, actives largely listed as inhibitors; actives 0.66% (n = 230,000); note: nearly all actives have a fitted effect of over 60% in size
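L3MBTL1 (50 nM) pre-complexed 30 min with biotinylated H3(1-15)K9me1 peptide (75 nM), then compounds added for 30 min at room temperature; AlphaScreen streptavidin donor/nickel chelate acceptor beads (10 ug/mL final) read after 30 min dark incubation.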
GLA spleen mod: inhibitors or activators of human alpha-galactosidase in spleen homogenate; P06280; human spleen homogenate, 4MU-alpha-Gal fluorescence, 40 min; Potency, µM (doses to about 80 µM), for inactives: top-dose activity change, negative = inhibition, actives largely listed as inhibitors; actives 0.008% (n = 240,000);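 note: 0% = enzyme with vehicle and -100% = no enzyme basal signal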
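qHTS titration in buffer at pH 5.0. Alpha-galactosidase activity in spleen homogenate was measured via 4-methylumbelliferone release from 1 mM fluorogenic substrate after 40 min at 37C and a pH 10 stop. AC50 came from Hill fits of control-normalized data.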
Tau FP inhib: tau fibrillization inhibition (FP); P10636; K18 P301L tau heparin fibrillization, Alexa594 FP, 6 h; Potency, µM (highest dose often 57.7 µM), for the others: top-dose activity, negative = inhibition, usual class: inhibitors; actives 0.39% (n = 280,000); AID 1468; note: nearly all actives have a fitted effect of over 55% in size
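K18 P301L tau (15 uM unlabeled/0.24 uM Alexa 594-labeled, final) + compound + heparin 20 uM final; 100 mM NaOAc pH 7; 6 hr 37 C; ThT 30 uM final added, 1 hr RT; FP ex 555/em 632 nm.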
Tau ThT inhib: blocks human tau fibril formation measured by thioflavin T. recombinant tau K18 P301L, heparin-induced fibrillization, ThT fluorescence. AID 1460. actives 2.1% (n = 270,000). Potency, µM (top dose mostly 57.4 µM), without a hit: top-dose activity, negative = inhibition, most hits filed as inhibitors; note: nearly all actives have a fitted effect of over 55% in size
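Using a mix of unlabeled (15 uM) and Alexa 594-labeled (0.24 uM) tau K18 P301L, heparin-triggered fibrillization over 6 hr at 37 C was scored by ThT fluorescence.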
TexasRed fluor: alters Texas Red total fluorescence, flagging assay interference; AID 1479; Potency, µM (doses to about 106 µM), for the others: top-dose fluorescence change, negative = quenching; TRb/SRC2 Texas Red total fluorescence interference; actives 0.29% (n = 280,000); active = well fitted curve in either direction with a large enough effect; inconclusive = small, poorly fitted or top-dose-only effect
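Flags fluorescent or light-absorbing compounds by total fluorescence, S + 2P, at 555 nm excitation and 632 nm emission. Mixture: 20 nM Texas Red SRC2 peptide, 0.6 uM human TRb LBD, 1 uM T3, 5% DMSO; compound exposure 5 h at ambient temperature.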
Tau fluor counter: counter-screen for tau fibril formation inhibitors; tau K18 P301L Alexa594 fluorescence, heparin fibrillization; Potency, µM (highest dose often 57.7 µM), inactives show top-dose activity change, negative = decrease; actives 0.93% (n = 280,000); note: nearly all actives have a fitted effect of over 55% in size
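Human tau K18 P301L (15 uM unlabeled, 0.24 uM Alexa 594-labeled) in 100 mM sodium acetate pH 7 with 20 uM heparin, 6 hr at 37 C. ThT 30 uM added, 1 hr ambient; Alexa 594 FP and total fluorescence read at 555/632 nm.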
TRb SRC2 PPI: inhibitors of human thyroid hormone receptor beta-SRC2 interaction; P10828; TRbeta-SRC2 peptide binding, fluorescence polarization; receptor liganded with 1 µM T3; Potency, µM (doses to about 106 µM), for the others: at the top dose activity change, negative = inhibition, hits mostly inhibitors; actives 0.065% (n = 280,000); AID 1469;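 note: plate controls were bound peptide for no effect and peptide without receptor for full effect; nearly all actives have a fitted effect of over 50% in size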
Target sequence (P10828 whole entry, looked up): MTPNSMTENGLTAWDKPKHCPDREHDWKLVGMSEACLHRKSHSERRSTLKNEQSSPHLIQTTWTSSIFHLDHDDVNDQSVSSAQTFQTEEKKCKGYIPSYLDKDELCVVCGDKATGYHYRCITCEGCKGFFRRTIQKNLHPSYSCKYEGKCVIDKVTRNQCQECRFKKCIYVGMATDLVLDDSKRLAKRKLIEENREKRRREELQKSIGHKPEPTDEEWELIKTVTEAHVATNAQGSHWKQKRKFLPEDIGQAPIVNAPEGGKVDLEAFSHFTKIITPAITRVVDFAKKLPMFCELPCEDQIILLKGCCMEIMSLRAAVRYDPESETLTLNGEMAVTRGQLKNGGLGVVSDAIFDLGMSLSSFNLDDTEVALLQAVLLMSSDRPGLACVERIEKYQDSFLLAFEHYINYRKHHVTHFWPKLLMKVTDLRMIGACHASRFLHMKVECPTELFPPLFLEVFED
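Assay buffer: 20 mM Tris-HCl, 100 mM NaCl, 10% glycerol, 1 mM EDTA, 0.01% NP-40, 1 mM DTT, 1 uM T3, 5% DMSO; TRb LBD 0.6 uM, Texas Red SRC2 20 nM; FP after 5 hr.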
ALDH1A1 block: ALDH1A1 (human) enzyme inhibition. Potency, µM (titrated, usually from 75.3 µM), for inactives: top-dose activity, negative = inhibition, usual class: inhibitors. actives 7.3% (n = 220,000). Purified ALDH1A1, NADH fluorescence, propionaldehyde substrate. AID 1030. P00352; active = well fitted inhibition curve with a large enough effect, not every such curve was filed as active; inconclusive = small, poorly fitted or top-dose-only effect, or another doubt; inactive = no such curve, though single readings can be large or run the other way;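 note: plate controls were no enzyme wells and a reference inhibitor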
Target sequence (P00352 whole entry, looked up): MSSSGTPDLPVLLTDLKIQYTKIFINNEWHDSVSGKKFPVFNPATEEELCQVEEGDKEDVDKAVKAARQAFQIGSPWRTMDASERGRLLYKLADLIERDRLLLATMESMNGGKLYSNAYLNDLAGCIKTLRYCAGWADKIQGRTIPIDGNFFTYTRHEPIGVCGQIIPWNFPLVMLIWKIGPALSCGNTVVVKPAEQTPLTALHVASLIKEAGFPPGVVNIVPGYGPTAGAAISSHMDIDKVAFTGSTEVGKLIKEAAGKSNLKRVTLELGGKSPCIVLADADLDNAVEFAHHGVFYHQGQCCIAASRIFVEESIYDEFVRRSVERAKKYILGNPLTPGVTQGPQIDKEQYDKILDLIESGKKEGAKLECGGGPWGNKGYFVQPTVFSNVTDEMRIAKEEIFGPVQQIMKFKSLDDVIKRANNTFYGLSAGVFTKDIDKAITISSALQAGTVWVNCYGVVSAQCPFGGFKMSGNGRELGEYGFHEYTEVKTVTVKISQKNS
* marks the source's active call; other numbers are inactive results; ? = inconclusive; nt = no result given; & = joins results of further samples; [ ] = dose if it differs, or a comment. Unless noted, calls come from the whole dose curve; as a rule, active = well fitted curve in the direction sought with a large enough effect; inconclusive = small, poorly fitted or top-dose-only effect, or another doubt; inactive = no such curve, though single readings can be large; an effect the other way counts as inactive or inconclusive. Unless noted, % is set by controls: 0 for no effect and ±100 for the full control effect; potency is the fitted concentration of half-maximal effect.

Start of the data: the first 11 compounds (preview)
SMILES	L3MBTL1 block	GLA spleen mod	Tau FP inhib	Tau ThT inhib	TexasRed fluor	Tau fluor counter	TRb SRC2 PPI	ALDH1A1 block
CCCC(=O)Nc1cccc(-c2nc3ncccc3o2)c1	nt	nt	-2%	-7%	5%	-4%	-7%	nt
CCC(=O)Nc1ccc(-c2nnc(SCC(=O)Nc3nccs3)n2C)cc1	6%	-5%	-7%	?	-3%	-14%	2%	-3%
Cc1cc(C)cc(OCc2nnc(SCC(=O)N3CCN(c4ccccc4)CC3)o2)c1	-12%[11.4 µM]	1%	14%	1%	-1%	3%	8%	?
O=[N+]([O-])c1cc(-c2ncccn2)cs1	5%	-1%	-6%	-2%	-3%	-4%	2%	10%
COc1ccc(N=C2C(=Nc3ccc(OC)cc3)N(c3ccc(OC)cc3)C(=S)N2C(=O)c2ccc(OC)cc2)cc1	?	4%	-8%	28µM*	-6%	-24%	-1%	?
O=C(Nc1ccccc1N1CCCCC1)c1ccccc1F	108%[activator]	?	-4%	-5%	-3%	-9%	-4%	?
Cc1cc(C)n(-c2nnc(Nc3ccc(C)c(Cl)c3)c3ccccc23)n1	nt	nt	-18%	-2%	0%	?	-10%	nt
Cc1cc(Cl)ccc1Oc1ncc(-c2ccc(Cl)cc2)cn1	5%	-2%	-6%	-17%	1%	-4%	-4%	9%
O=C(Nc1ccc2nc(SCCOc3ccccc3)sc2c1)c1ccccc1F	nt	nt	-4%	-11%	5%	-13%	-1%	nt
CCN(CC)CC(O)c1cccn1-c1ccc(CNC(=O)NC(C)C)cc1 (centres undefined)	-14%	11%	-7%	-5%	3%	1%	-9%	?
CC(=O)Nc1cccc(NC(=O)Cc2nc(-c3ccccc3)sc2-c2ccc(C)cc2)c1	-7%	2%	?	4%	-1%	?	7%	0%

The listing, previewed entries included:
SMILES	L3MBTL1 block	GLA spleen mod	Tau FP inhib	Tau ThT inhib	TexasRed fluor	Tau fluor counter	TRb SRC2 PPI	ALDH1A1 block
CCCC(=O)Nc1cccc(-c2nc3ncccc3o2)c1	nt	nt	-2%	-7%	5%	-4%	-7%	nt
CCC(=O)Nc1ccc(-c2nnc(SCC(=O)Nc3nccs3)n2C)cc1	6%	-5%	-7%	?	-3%	-14%	2%	-3%
Cc1cc(C)cc(OCc2nnc(SCC(=O)N3CCN(c4ccccc4)CC3)o2)c1	-12%[11.4 µM]	1%	14%	1%	-1%	3%	8%	?
O=[N+]([O-])c1cc(-c2ncccn2)cs1	5%	-1%	-6%	-2%	-3%	-4%	2%	10%
COc1ccc(N=C2C(=Nc3ccc(OC)cc3)N(c3ccc(OC)cc3)C(=S)N2C(=O)c2ccc(OC)cc2)cc1	?	4%	-8%	28µM*	-6%	-24%	-1%	?
O=C(Nc1ccccc1N1CCCCC1)c1ccccc1F	108%[activator]	?	-4%	-5%	-3%	-9%	-4%	?
Cc1cc(C)n(-c2nnc(Nc3ccc(C)c(Cl)c3)c3ccccc23)n1	nt	nt	-18%	-2%	0%	?	-10%	nt
Cc1cc(Cl)ccc1Oc1ncc(-c2ccc(Cl)cc2)cn1	5%	-2%	-6%	-17%	1%	-4%	-4%	9%
O=C(Nc1ccc2nc(SCCOc3ccccc3)sc2c1)c1ccccc1F	nt	nt	-4%	-11%	5%	-13%	-1%	nt
CCN(CC)CC(O)c1cccn1-c1ccc(CNC(=O)NC(C)C)cc1 (centres undefined)	-14%	11%	-7%	-5%	3%	1%	-9%	?
CC(=O)Nc1cccc(NC(=O)Cc2nc(-c3ccccc3)sc2-c2ccc(C)cc2)c1	-7%	2%	?	4%	-1%	?	7%	0%
OCCN1CCN(CCSc2ccccc2)CC1	9%	3%	4%	8%	-2%	9%	-13%	-5%
CC(OC(=O)c1ccc(S(=O)(=O)NCc2ccco2)cc1)C(=O)Nc1ccc(Cl)cn1 (centres undefined)	?	7%	-10%	-3%	-5%	-17%	7%	-17%
COc1ccc(C(=O)CN2C(=O)c3ccccc3C2=O)cc1	1%	-9%	1%	-5%	-7%	-3%	-4%	nt
CC(C)CN(CC(C)C)S(=O)(=O)N1CCC(C(=O)NCc2cccs2)CC1	5%	1%	-6%	-7%	0%	-11%	5%	7%
CNS(=O)(=O)c1cccc(C(=O)OCC(=O)c2cc3ccccc3o2)c1	0%	-4%	5%	-9%	0%	-12%	7%	-6%
Brc1ccc(C2=N[C@@H](Cc3ccccc3)CO2)cc1	nt	-13%[119 µM]	1%[81.3 µM]	?	-1%	-25%[81.3 µM]	-1%	-12%
CC(=O)C1=C(C)N(CC2CC2)C(=O)N[C@H]1c1cccs1	-4%	-2%&-3%	-8%&-1%	-3%&-6%	1%&-2%	-3%&-11%	-6%&6%	-1%&14%
COc1ccc(CN=C(NS(=O)(=O)c2cccs2)SC)cc1	-7%	-1%	1%	-3%	3%	1%	-9%	?
O=C(Nc1ccccc1)c1ccncc1	nt	-4%	8%	2%	1%	2%	-13%	10%
Cc1cc(C(=O)Cn2nnc3ccccc3c2=O)c(C)n1-c1ccccc1F	nt	-7%	-2%	-19%	-5%	?	1%	?
COc1ccc(NC(=O)Nc2cc(NC(=O)Nc3ccc(OC)cc3)c(C)nc2C)cc1	10%	1%	7%	5%	-2%[53 µM]	-18%	-4%[53 µM]	8%
CCCCn1c(SCC(=O)Nc2cc(C)on2)nnc1-c1cccs1	nt	9%	10%	4%	-3%	11%	3%	nt
Cc1cc(C)nc(NC(N)=NCCc2c[nH]c3ccccc23)n1	-29%	4%	10%	-14%	-1%[53 µM]	-14%	2%[53 µM]	6%
N#CC(C(=O)OC1CCCCC1)c1nc2ccccc2nc1N1CCOCC1 (centres undefined)	17%	-1%	-13%	-14%	-1%	-5%	2%	1%
Cc1ccc(S(=O)(=O)NC(=O)c2ccccc2)cc1C(C)C	18%	0%	2%[2.34 µM]	-9%	0%	10%[2.34 µM]	1%	2%
CCC(=O)N1c2ccccc2CC1C(=O)NCCCN1CCN(c2ccccc2)CC1 (centres undefined)	nt	nt	5%	-7%	-3%	-9%	6%	nt
O=S(=O)(c1ccccc1)c1nc(-c2ccc(Cl)cc2Cl)oc1N1CCCCC1	nt	nt	-1%	-9%	-1%	-22%	-2%	nt
COc1ccc2oc(=O)cc(CN3CCN(c4ccc(F)cc4)CC3)c2c1	nt	nt	-16%	-13%	-1%	-24%	5%	nt
COc1ccc2[nH]c(-c3ccccc3)cc(=O)c2c1	nt	-4%[119 µM]	5%[126 µM]	-16%[126 µM]	1%[201 µM]	-7%[126 µM]	5%[201 µM]	?
Cc1ccc(NC(=O)C(=O)NCC(c2cccnc2)N2CCN(C)CC2)cc1F (centres undefined)	nt	nt	3%	3%	-21%	-9%	-3%	nt
O=C(NCC(c1ccc2c(c1)OCO2)N1CCN(c2ccccc2F)CC1)c1ccccc1F (centres undefined)	nt	nt	-1%	-12%	-5%	-17%	3%	nt
CCCOC(=O)C1=C(C)NC2=C(C(=O)C(C(=O)OC)C(C)C2)C1c1ccc(N(CC)CC)cc1 (centres undefined)	-18%	8%	6%	-12%	0%	?	-15%	?
CC(=O)Nc1ccc(-c2nc(C)c(C(C)=O)n2O)cc1	-5%	4%	7%	?	3%	-4%	0%	?
Cc1sc2ncnc(N(C)Cc3cccs3)c2c1C	nt	-2%	0%	-20%	1%	-8%	-6%	-7%
Cc1cc(C)c(/C=N/NC(N)=O)c(C)c1/C=N/NC(N)=O	2%	1%	0%	-17%	-8%	-7%	-2%	5%
NC(N)=N/N=C/c1ccccc1OC(F)F	?	-1%	-7%	-2%	0%	-4%	0%	10%
COCCn1c(SCC(=O)N2CCCc3ccccc32)nnc1-c1ccoc1C	-4%	-6%	-2%	-5%	-3%	0%	-2%	?
Cc1ccc(N2C(=O)/C(=C\c3ccco3)SC2=S)cc1	-13%	2%	-2%	-13%	-2%	-18%	11%	?
CC(=O)c1c(N)n(C)c(=O)n(C)c1=O	nt	-23%	0%	4%	2%	0%	-4%	0%
CCOC(=O)C1=C(c2ccccc2)N=c2s/c(=C\c3ccc(O)cc3)c(=O)n2C1c1cccs1 (centres undefined)	-2%	-5%	32µM*	?	0%	8.9µM*[quencher]	9%	-4%
Cc1nn(CCc2n[nH]c(=S)n2C2CCCCC2)c(C)c1Br	1%	-2%	-3%	-8%	0%	-17%	3%	20µM*
O=C(CCN1CCc2ccccc2C1)Nc1ccccc1F	10%	1%	3%	-3%	-3%	2%	-2%	4%
CSc1ccc(CCNC(=O)CSc2ccsc2[N+](=O)[O-])cc1	-13%	4%	1%	?	-8%	-20%	8%	11%
CC1CCc2nn(CC(=O)NCCN3CCCCC3C)cc2C1 (centres undefined)	25%	-7%	-6%	-9%	0%	-8%	7%	?
Cc1ccc(C)c(S(=O)(=O)N2CC(=O)Nc3ccccc32)c1	-2%	-4%	-5%	-10%	-3%	-12%	-5%	4%
Cn1nc(-c2ccc(C(=O)O)cc2)c2ccccc2c1=O	nt	1%	3%	-8%	-1%	-4%	-12%	6%
O=C1c2ccccc2C(=O)N1CC1c2ccccc2CCN1C(=O)C1CCCCC1 (centres undefined)	nt	6%	10%	4%	-1%	0%	8%	?
COc1ccc(CNS(=O)(=O)c2ccc3c(c2)NC(=O)C(C)C(=O)N3)cc1 (centres undefined)	nt	nt	-3%	-12%	0%	-28%	-3%	nt
C(=N\N1CCN(Cc2ccccc2)CC1)/c1ccccc1	nt	3%	5%	nt	-6%	-4%	-3%	nt
O=C(/C=C/c1cccs1)Nc1scc(-c2ccccc2)c1C(=O)O	nt	2%	5%	?	13%	-7%	11%	22µM*
CC(C)c1ccc(NC(=O)CCNS(=O)(=O)c2ccc3c(c2)CCCC(=O)N3)cc1	nt	nt	-6%	-2%	-1%	-14%	-3%	nt
CCN(CC)CCCNC(=O)c1c(C)oc2ncnc(N3CCOCC3)c12	nt	nt	7%	-4%	3%	-7%	-5%	nt

Outcome played no part in choosing rows. Share with any hit: about 8.5%.
